# From PubChem BioAssay
# TRPC6 inh = mouse TRPC6 channel inhibitors, primary screen, cell-based, HEK293, membrane potential dye; Short transient receptor potential channel 6 (Mus musculus), Q61143; ACh-evoked depolarization; active compounds read low; B-score at 10 µM; hit rate 1.1% among 310,000; AID 2553, 2010;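 active = B-score under library mean minus 3 SD, initial fluorescence not abnormally high, positive integrated signal ratio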;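 also: B-score derived from integrated fluorescence ratio over the kinetic read; more negative B-score means stronger inhibition of depolarization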
# MrgX1 agonist = agonists of human MrgX1 receptor, primary screen, HEK293 cells, Fluo-4 calcium flux. Mas-related G-protein coupled receptor member X1 (Homo sapiens), Q96LB2. Fluo-4 calcium fluorescence, agonist mode; active compounds read high. AID 588627, 2011. hit rate 0.44% among 310,000. B-score at 10 µM;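 active = calcium response B-score plate-corrected fluorescence ratio at least 3 library SD, with starting fluorescence B-score inside 5 SD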
# Target sequence (Q96LB2 whole entry, looked up): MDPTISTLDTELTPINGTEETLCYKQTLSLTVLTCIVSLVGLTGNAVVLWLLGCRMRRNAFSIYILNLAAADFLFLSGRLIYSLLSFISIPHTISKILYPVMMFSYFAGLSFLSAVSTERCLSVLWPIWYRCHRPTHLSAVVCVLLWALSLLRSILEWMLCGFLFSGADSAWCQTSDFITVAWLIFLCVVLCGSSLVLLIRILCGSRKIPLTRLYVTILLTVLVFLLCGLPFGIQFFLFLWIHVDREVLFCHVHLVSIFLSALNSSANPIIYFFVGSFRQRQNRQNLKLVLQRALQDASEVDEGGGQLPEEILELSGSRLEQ
#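 System – MrgX1-expressing HEK293 cells · Incubation – cells plated overnight, dye loaded 0.5 h 37 °C, 0.5 h room temperature · Technique – kinetic Fluo-4 NW fluorescence of intracellular calcium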
# TRPC4 act = activators of mouse TRPC4 channel, primary screen, Fluo4 calcium, HEK293 TRPC4beta/mu-opioid cells | hit rate 0.49% among 310,000 | Short transient receptor potential channel 4 (Mus musculus), Q9QUQ5 | Fluo4 calcium fluorescence; active compounds read high | B-score at 10 µM;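 active = B-score above 5 SD of library B-scores, and initial fluorescence ratio not above library mean plus 5 SD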;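 also: positive B-score marks a calcium rise read as TRPC4 activation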
#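 System: HEK293 cells stably co-expressing mouse TRPC4beta and mu-opioid receptor; Schedule: Fluo4 dye loading 45 min at room temperature, 110 s recording; Detection: Fluo4 fluorescence, kinetic; Evaluation: B-scored integrated calcium fluorescence ratio; Controls: buffer (low) and maximal DAMGO (high).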
# MrgX1 allo act = positive allosteric modulators of MrgX1, primary screen, HEK293 cells, Fluo-4 calcium flux | Mas-related G-protein coupled receptor member X1 (Homo sapiens), Q96LB2 | FDSS; active compounds read high | B-score at 10 µM | hit rate 0.63% among 310,000 | AID 588675, 2011;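 active = plate-corrected calcium response at least 3 library SD above typical, normal starting fluorescence, not activating the receptor alone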;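 also: compound read alongside a low EC10 to EC30 dose of BAM8-22 agonist; peak minus trough fluorescence over baseline measured at the second addition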
# TRPC6 act = mouse TRPC6 channel activators, primary screen, cell-based, HEK293, membrane potential dye; hit rate 0.13% among 310,000; HEK293-TRPC6 membrane potential dye fluorescence; active compounds read high; Short transient receptor potential channel 6 (Mus musculus), Q61143; B-score at 10 µM;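 active = B-score of the integrated fluorescence ratio above library mean plus 3 SD, and starting fluorescence ratio within library mean plus 5 SD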;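 also: higher score means more depolarization so channel activation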
# TMEM16A act = TMEM16A chloride channel activators or potentiators, primary screen, cell-based, HTS. B-score at 10 µM. HEK293 TMEM16A/YFP-H148Q/I152L, iodide quench fluorescence; active compounds read low. hit rate 0.3% among 340,000. Anoctamin-1 (Mus musculus), Q8BHY3;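 active = fluorescence-ratio B-score plate-corrected deviation score at least 3 library SD below zero, with starting fluorescence score within 5 deviations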;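 also: channel opened by trigger with iodide after compound preincubation; score built on the fluorescence ratio of max minus min over baseline; more negative score means more quench and so TMEM16A activation or potentiation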
# RGS4 inh = RGS4 inhibitors, primary screen, cell-based, HEK293 M3R inducible RGS4, calcium flux; hit rate 0.45% among 310,000; B-score at 10 µM; Fluo-4 calcium flux; active compounds read high; triggered by carbachol at its EC20; Regulator of G-protein signaling 4 (Homo sapiens), P49798; AID 463165, 2010;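 active = B-score, a plate-corrected calcium signal, over three deviations above library mean, with baseline fluorescence within five deviations of library mean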;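 also: RGS4 expression induced by doxycycline in cells with stable M3 receptor; B-score is computed from the integrated fluorescence ratio over baseline after carbachol; higher B-score means a larger calcium signal and so more RGS4 inhibition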
# Target sequence (P49798 whole entry, looked up): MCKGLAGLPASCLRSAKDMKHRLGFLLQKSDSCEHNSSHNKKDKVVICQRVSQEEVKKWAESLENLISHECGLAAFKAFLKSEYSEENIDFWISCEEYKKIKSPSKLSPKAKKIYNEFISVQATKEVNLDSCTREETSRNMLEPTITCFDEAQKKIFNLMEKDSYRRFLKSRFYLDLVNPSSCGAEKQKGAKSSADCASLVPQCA
# TRPC4 PAM = positive allosteric modulators of TRPC4, primary screen, cell-based, mouse TRPC4beta, HEK293 mu-opioid, Fluo-4 calcium. Short transient receptor potential channel 4 (Mus musculus), Q9QUQ5. DAMGO EC20, Fluo-4 Ca2+ flux; active compounds read high. hit rate 0.42% among 310,000. B-score at 10 µM;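 active = B-score of calcium response area above 5 SD of library B-scores, with initial fluorescence ratio within 5 SD of library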;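 also: B-score of integrated fluorescence ratio over time as area under calcium response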
# MrgX1 antagonist = antagonists of human MrgX1 receptor, primary screen, HEK293 cells, Fluo-4 calcium flux; Mas-related G-protein coupled receptor member X1 (Homo sapiens), Q96LB2; BAM8-22 antagonism; active compounds read low; B-score at 10 µM; hit rate 1.3% among 310,000;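 active = calcium-response B-score plate-corrected more than 3 library SD below zero, starting fluorescence within 5 deviations, no agonist response on first addition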;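 also: peak minus trough fluorescence over baseline after final BAM8-22 challenge near maximal dose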
# TMEM16A inh = TMEM16A chloride channel inhibitors, primary screen, cell-based, HTS; HEK293 TMEM16A/YFP iodide influx fluorescence, ionomycin; normalized B-score (activity score, 25-100; higher = stronger inhibition) at 10 µM; hit rate 1.2% among 310,000; AID 588511, 2011;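 active = ratio plate-corrected score three or more library SD toward inhibition, starting fluorescence score within five deviations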;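 also: score derived from kinetic fluorescence span divided by baseline fluorescence per well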
# TRPC4 inh = inhibitors of mouse TRPC4 channel, primary screen, Fluo4 calcium, HEK293 TRPC4beta/mu-opioid cells; Short transient receptor potential channel 4 (Mus musculus), Q9QUQ5; DAMGO-evoked Fluo4 calcium flux; active compounds read low; B-score at 10 µM; hit rate 0.39% among 300,000;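 active = B-score over 3 SD under the library average, no early fluorescence shift, positive overall ratio signal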
#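 Signal: kinetic Fluo4 fluorescence imaging of calcium influx. Material: stable TRPC4beta/mu-opioid receptor HEK293 cells. Probe or stimulus: DAMGO in two steps, submaximal then maximal.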
# The depositor's hits bear a star; i = inactive; . = no result given.
SMILES,TRPC6 inh,MrgX1 agonist,TRPC4 act,MrgX1 allo act,TRPC6 act,TMEM16A act,RGS4 inh,TRPC4 PAM,MrgX1 antagonist,TMEM16A inh,TRPC4 inh
Cc1ccc(S(=O)(=O)NNC(=O)Nc2cccc(F)c2)c(C)c1,i,i,i,i,i,i,i,i,i,i,i
CS(=O)(=O)c1ccc(Cl)c(C(=O)O)c1,i,i,i,i,i,i,i,i,i,i,i
Cc1ccc(C(=O)c2cn[nH]c2-c2ccccc2O)cc1,i,i,i,i,i,i,i,i,i,i,i
COCCCNC(=O)c1cccc(S(=O)(=O)N2CC3(C)CC2CC(C)(C)C3)c1 (configuration not stated),i,i,i,i,i,i,i,i,i,i,i
CC(C)S(=O)(=O)c1csc(C(=O)NN)c1Cl,i,i,i,i,i,i,i,i,i,i,i
COc1cc(S(=O)(=O)N(Cc2ccccc2)Cc2ccccn2)ccc1-n1cnnn1,i,i,i,i,i,i,i,i,i,i,i
CCOc1ncccc1C(=O)OCC(=O)NCCc1ccccc1,i,i,i,i,i,i,i,i,i,i,i
CCOC(=O)C(C)Oc1ccc(OCc2ccccc2)cc1 (configuration not stated),i,i,i,i,i,i,i,i,i,i,i
C[C@@H](NC(=O)[C@@H]1Cc2ccccc2CN1)C(=O)NC1CCCC1,i,i,i,i,i,i,i,i,i,i,i
COc1cc(O)sc1C=Nc1ccc(Cl)cc1,i,i,i,i,i,i,i,i,i,i,i
COc1ccc(NC(=O)CN(C)C(=O)CCCSc2nc3ccccc3[nH]2)cc1,i,i,i,i,i,i,i,i,i,i,i
Cn1c(=O)[nH]c(=O)c2c1nc(N1CCCCCC1)n2CCCSc1nc2ccccc2o1,i,i,i,i,i,i,i,i,i,i,i
Cc1cc(NC(=O)CSc2nncn2-c2ccccc2)no1,i,i,i,i,i,i,i,i,i,i,i
NC(=O)C1CCCN(C(=O)Nc2cccc3ccccc23)C1 (configuration not stated),i,i,i,i,i,i,i,i,i,i,i
Cc1cc(Oc2ccc(C#N)cc2)nc(N2CCOCC2)n1,i,i,i,i,i,i,i,i,i,i,i
COC(=O)C1(C(F)(F)F)N=C(C(F)(F)F)Nc2ccc(Cl)cc21 (configuration not stated),i,i,i,i,i,i,i,i,i,i,i
C=CCc1cccc2cc(C(=O)NC3=C(C#N)CCC3)c(=O)oc12,i,i,i,i,i,i,i,i,i,i,i
COc1ccc(C2C3=C(CCCC3=O)Nc3nc(SCc4ccc(C(=O)O)cc4)nn32)cc1OC (configuration not stated),i,i,i,i,i,i,i,i,i,i,i
CCCOc1ccc(N2C(=O)CC(N3CCN(CCN=CC4=C(O)CC(C)(C)CC4=O)CC3)C2=O)cc1 (configuration not stated),i,i,i,i,i,i,i,i,i,i,i
Cc1cc([N+](=O)[O-])ccc1NC(=S)NC1CCCC1,i,i,i,i,i,i,i,i,i,i,i
CC1=NC(C)(C)Cc2cc(C)c(C)cc21,i,i,i,i,i,i,i,i,i,i,i
CCN1CCN(C(=O)c2ccc(CSc3ccc(C)cc3)cc2)CC1,i,i,i,i,i,i,i,i,i,i,i
COc1ccc(NC(=O)CN2CCN(S(=O)(=O)c3ccc(C(C)C)cc3)CC2)cc1OC,.,i,.,i,.,i,.,.,i,i,.
CCN(CC(=O)Nc1ccc(N2CCOCC2)cc1)C(=O)c1ccc(C#N)cc1,i,i,i,i,i,i,i,i,i,i,i
O=C(Nc1ccccc1C(=O)O)C1=NN=CC1,i,i,i,i,i,i,i,i,i,i,i

# The last two entries of the part before are carried over, then new ones follow:
SMILES,TRPC6 inh,MrgX1 agonist,TRPC4 act,MrgX1 allo act,TRPC6 act,TMEM16A act,RGS4 inh,TRPC4 PAM,MrgX1 antagonist,TMEM16A inh,TRPC4 inh
CCN(CC(=O)Nc1ccc(N2CCOCC2)cc1)C(=O)c1ccc(C#N)cc1,i,i,i,i,i,i,i,i,i,i,i
O=C(Nc1ccccc1C(=O)O)C1=NN=CC1,i,i,i,i,i,i,i,i,i,i,i
CC(NC(=O)Nc1nnc(C(F)(F)F)s1)(C(F)(F)F)C(F)(F)F,-7.3*,i,i,i,i,i,i,i,i,100*,i
CC(=O)CCc1c[nH]c2c(C(=O)O)cccc12,i,i,i,i,i,i,i,i,i,i,i
Cc1cc(NC(=S)NC(=O)CC(C)C)ccc1Br,i,i,i,i,i,i,i,i,i,i,i
CCn1c(=O)cc(SCC(=O)N2CCN(C3CCCCC3)CC2)c2ccccc21,i,i,i,i,i,i,i,i,i,i,i
CCOC(=O)C1CCN(Cc2cc(=O)oc3cc(C)ccc23)CC1,i,i,i,i,i,i,5.5*,i,i,i,i
O=C(COc1coc(CN2CCc3ccccc3C2)cc1=O)Nc1ccc(F)cc1F,i,i,i,i,i,i,i,i,i,i,i
COc1ccc(OCCNC(=O)c2ccccc2Cl)cc1,i,i,i,i,i,i,i,i,i,i,i
O=C(/C=C/c1cccc(F)c1)Nc1cc(S(=O)(=O)N2CCOCC2)ccc1N1CCCC1,i,i,i,i,i,i,i,i,i,i,i
CC(=O)c1ccc(NC(=O)NC2CCCCCCC2)cc1,i,i,i,i,i,i,i,i,i,i,i
Cc1ccc(NC(=O)CSc2ncccn2)c([N+](=O)[O-])c1,i,i,i,i,i,i,i,i,i,i,i
CCn1c(=O)c2cc(C(=O)N3CCCC3)sc2c2ccccc21,i,.,i,.,i,.,i,i,.,.,i
CNC(=O)C1=C(C)NC(=S)NC1c1cccs1 (configuration not stated),i,i,i,i,i,i,i,i,i,i,i
O=C(C(=O)N1CCCC1)c1c(-c2ccccc2)[nH]c2ccccc12,i,i,i,i,i,i,i,i,i,i,i
COC(=O)CCC(=O)NNC(=O)c1ccc(Br)cc1,i,i,i,i,i,i,i,i,i,i,i
Cc1noc(C)c1CSc1ncnc2sc3c(c12)CCC3,i,.,i,.,i,.,i,i,.,.,i
COc1ccc(Cc2nnc(NC(=O)C3CC(=O)N(c4ccc(OC)cc4)C3)s2)cc1 (configuration not stated),i,i,i,i,i,i,i,i,i,i,i
Cn1c(NC(=O)CCC2CCCCC2)cc(=O)n(C)c1=O,i,i,i,i,i,i,i,i,i,i,i
Cc1cccc(NC(=S)NCc2ccc(F)cc2)c1,i,i,i,i,i,i,i,i,i,i,i
O=c1[nH]c(NC2CCN(S(=O)(=O)c3ccccc3C(F)(F)F)CC2)nc2c1CCCC2,i,.,i,.,i,i,i,i,.,.,i
O=S(=O)(c1ccccc1)c1nc(-c2cccc(Cl)c2)oc1N1CCOCC1,i,i,i,i,i,i,i,10*,i,i,i
O=C(COC(=O)CNC(=O)c1ccccc1)Nc1nnc(-c2ccccc2)o1,i,i,i,i,i,i,i,i,i,i,i
CCOc1ccc(S(=O)(=O)Nc2nc3cc(OC)ccc3s2)cc1,i,i,i,i,i,i,i,i,i,i,i
COc1ccccc1N1CCN(Cc2cnc3ccc(Cl)cn23)CC1,i,.,i,.,i,i,i,i,.,.,i
CCn1c2ccccc2c2cc(NC(=O)COc3ccccc3)ccc21,i,i,i,i,i,i,i,i,i,i,i
O=C(O)COc1ccc2oc3c(c2c1)CCCC3,i,i,i,i,i,i,i,i,i,i,i
# Going on with the list.
SMILES,TRPC6 inh,MrgX1 agonist,TRPC4 act,MrgX1 allo act,TRPC6 act,TMEM16A act,RGS4 inh,TRPC4 PAM,MrgX1 antagonist,TMEM16A inh,TRPC4 inh
Cc1ccc(NC(=O)CCCCCN2C(=O)c3ccccc3C2=O)nc1,i,i,i,i,i,i,i,i,i,i,i
CC(C)CCOC(=O)/C(=C/c1ccco1)NC(=O)/C=C/c1ccccc1,i,i,i,i,i,i,i,i,i,i,i
C=CCc1ccccc1OCC(=O)N/N=C/c1ccc(OC(C)=O)cc1OC(C)=O,i,i,i,i,i,i,i,i,i,i,i
Cn1c(/C=C/c2cccc([N+](=O)[O-])c2)c([N+](=O)[O-])c(=O)n(C)c1=O,i,i,i,i,i,i,i,i,i,i,i
CCCCn1c(N)c(N(CCC(C)C)C(=O)c2oc3ccc(OCC)cc3c2C)c(=O)[nH]c1=O,i,i,i,i,i,i,i,i,i,i,i
O=C1COc2ccc(C(=O)COC(=O)COc3ccccc3[N+](=O)[O-])cc2N1,i,i,i,i,i,i,i,i,i,i,i
CCC/C(=N\NC(=O)C1CCCC1)c1ccccc1,i,i,i,i,i,i,i,i,i,i,i
CCC1CN(C(=O)N2CCC(C(=O)NCCc3ccccc3OC)CC2)c2ccccc2O1 (configuration not stated),i,i,i,i,i,i,i,i,i,i,i
Cc1cc(Nc2ccc3c(c2)OCCO3)c2cccc(C)c2n1,i,i,i,i,i,i,i,i,i,i,i
COC(=O)C1(O)CC(CC(C)C)=NN1C(=O)c1ccccc1 (configuration not stated),i,i,i,i,i,i,i,i,i,i,i
N/C(=N\OC(=O)COc1ccccc1Cl)c1ccccn1,.,i,.,i,.,i,.,.,i,i,.
CCOc1ccc(N2C(=O)CC(N3CCN(c4ccccc4OC)CC3)C2=O)cc1 (configuration not stated),i,i,i,i,i,i,i,i,i,i,i
Cc1ccccc1CN1CCN(CCCc2ccccc2)C(CCO)C1 (configuration not stated),i,i,i,i,i,i,i,i,i,i,i
Cc1cccc(OCC(=O)NC(=S)Nc2ccc(S(=O)(=O)NC3CCCCC3)cc2)c1,i,i,i,i,i,i,i,i,i,i,i
COCCNC(=O)/C(C#N)=C/c1cc(C(C)C)c(OC)cc1C,i,i,i,i,i,i,i,17*,i,i,i
CCOC(=O)COc1nc(C)cc(C(F)(F)F)c1C#N,i,i,i,i,i,i,i,i,i,i,i
CCOc1cccc(OCCOCCOc2ccccc2C(C)=O)c1,i,i,i,i,i,i,i,i,i,i,i
